# Polio RdRp inh: inhibitors of poliovirus RNA polymerase binding and polymerization; poliovirus polymerase elongation, fluorescence polarization; active compounds read low; % elongation, % (compound at 16.7 µg/mL); hit rate 0.66% among 150,000; AID 588519; in the data active = % elongation below about 90%; note: some results filed as inactive read as strong as hits
# Target sequence (P03300 1749-2209 limits assumed): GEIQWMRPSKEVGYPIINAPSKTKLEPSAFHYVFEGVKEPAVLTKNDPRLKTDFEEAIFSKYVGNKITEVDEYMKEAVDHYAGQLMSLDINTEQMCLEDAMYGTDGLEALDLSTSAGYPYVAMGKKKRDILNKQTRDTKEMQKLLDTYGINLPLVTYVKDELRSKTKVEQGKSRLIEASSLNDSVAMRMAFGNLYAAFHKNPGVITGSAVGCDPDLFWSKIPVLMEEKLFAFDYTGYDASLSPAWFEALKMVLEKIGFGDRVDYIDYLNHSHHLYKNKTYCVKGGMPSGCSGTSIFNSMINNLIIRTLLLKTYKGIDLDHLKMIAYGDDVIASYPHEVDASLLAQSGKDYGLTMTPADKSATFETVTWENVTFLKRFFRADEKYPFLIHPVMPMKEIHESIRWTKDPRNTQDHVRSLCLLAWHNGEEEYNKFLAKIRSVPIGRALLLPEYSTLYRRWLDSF
# Polio RdRp inh FP z-score: recorded beside Polio RdRp inh, whose call it bears; z-score; measured here: FP z-score; hits read low
# An asterisk follows results filed as active; & = joins results of further samples.
# The opening 5 compounds as a preview:
SMILES,Polio RdRp inh,Polio RdRp inh FP z-score
CCN(C(=O)c1c(C)oc2ncnc(N3CCCCC3)c12)c1cc(C)ccc1C,106,-0.2
O=C(Nc1ccc(N2C(=O)CCC2=O)cc1Cl)C1CCCCC1,104,1.1
O=C(O)c1nonc1NCn1nnc2ccccc21,101,-0.2
CCC(C)(C)n1nnnc1CN(Cc1ccccc1)Cc1cc2cc(OC)ccc2[nH]c1=O,101,-0.4
O=S(=O)(/N=C/c1c(O)ccc2ccccc12)c1ccccc1,98,-1

# The list itself, repeating the preview:
SMILES,Polio RdRp inh,Polio RdRp inh FP z-score
CCN(C(=O)c1c(C)oc2ncnc(N3CCCCC3)c12)c1cc(C)ccc1C,106,-0.2
O=C(Nc1ccc(N2C(=O)CCC2=O)cc1Cl)C1CCCCC1,104,1.1
O=C(O)c1nonc1NCn1nnc2ccccc21,101,-0.2
CCC(C)(C)n1nnnc1CN(Cc1ccccc1)Cc1cc2cc(OC)ccc2[nH]c1=O,101,-0.4
O=S(=O)(/N=C/c1c(O)ccc2ccccc12)c1ccccc1,98,-1
O=C(Cn1c(SCC(=O)Nc2ccc(F)cc2)nc2ccccc21)NCc1ccc(Cl)cc1,114,1.5
CCN(CC)C(=O)c1sc2c(c1C)c(=O)n(-c1ccc(OC)cc1OC)c(=O)n2Cc1cc(C)ccc1C,105,-0.2
CN(C)c1ccc(C(CNS(=O)(=O)c2cc(F)ccc2F)N2CCOCC2)cc1 (configuration not stated),108,0.4
CCCN1CCC(NCc2ccc(Br)cc2)CC1,98,-1.1
COc1ccc2c(C)nc(N=C(NC(C)=O)NC(C)=O)nc2c1,101,0
CCc1cc2c(COC(=O)c3ccc4c(c3)OCCO4)cc(=O)oc2cc1O,100,-0.3
CC(C(=O)N1CCN(c2ccccn2)CC1)n1ncn2cccc2c1=O (configuration not stated),105,0.6
CCc1ccc(OCC(=O)N2CCOCC2)cc1,106,0.3
CSc1nnc(CCNC(=O)c2ccc3c(c2)OCO3)n1C,104,0.9
COc1ccc(Cl)cc1NC(=O)c1cc2ccccn2n1,113,1.3
Fc1ccc2c(c1)-c1c(cnc3cc(-c4ccc(Cl)cc4)nn13)CO2,106,0.4
COC(=O)c1cnc(NNC(=O)Cc2ccccc2)nc1C(F)(F)F,101,0
OCCOC12CC3CC(CC(C3)C1)C2,103,0.6
Cn1c(=O)c2ccccc2n2c(CCC(=O)N3CCc4ccccc4C3)nnc12,103,0.8
Oc1ccc(Cl)cc1C=Nc1cccc2nsnc12,97,-1.4
COc1cc(Cl)c(NS(=O)(=O)c2ccc3c(c2)CC(C)N3C(C)=O)c(OC)c1 (configuration not stated),98,-1.2
CN(C(=O)C1CCCN(c2ncnc3c2nc2n3CCCCC2)C1)c1ccccc1F (configuration not stated),105,-0.3
CCOC(=O)C1CCCN(C/C=C/c2ccccc2)C1 (configuration not stated),102,0.9
CCOc1ccc(NC(=O)CSC2=NCCS2)cc1,99,-0.6
CCCn1c(SCC(=O)C23CC4CC(CC(C4)C2)C3)n[nH]c1=O,103,0.1
Cc1ccc(OC(=O)CCC(=O)Nc2ccc(S(N)(=O)=O)cc2)cc1,101,-0.1
O=C(CCCn1c2ccccc2c(=O)c2ccccc21)Nc1cccc(Cl)c1,109,0.4
CSc1cccc(NC(=S)Nc2cccc(SC)c2)c1,98,-0.6
CCC(C)NC(=O)Cn1c2ccccc2c2cn[nH]c(=O)c21 (configuration not stated),101,-0.2
CCc1ccc(NC(=O)c2cnn3ccccc23)cc1,101,-0.1
C=CCNC(=O)c1scc2c1OCCO2,103,-0.1
Cc1cccc(OC(=O)c2nc(SCc3ccccc3F)ncc2Cl)c1,109,0.3
COC(=O)C1=C(C)N=C2SCCC(=O)N2C1c1ccccc1 (configuration not stated),97,-0.8
OC/C=C/C=C/c1ccc(F)cc1,100,0
CCN(CC)CC(=O)NN1CC(=O)N(c2cccc(Cl)c2)CC1=O,102,0.2
Cc1ccc(C)c(NC(=O)CSc2nc(-c3ccccc3Cl)nc3c2Cc2c(CO)cnc(C)c2O3)c1,107,0
COc1cc(OC)cc(-c2nnc(SCC(=O)N=c3sccn3Cc3ccccc3Cl)o2)c1,103,0.1
O=C(c1cc(C2CC2)nn1-c1ccccc1)N1CCN(S(=O)(=O)c2ccc(F)cc2)CC1,100,-0.2
CCOc1ccccc1NC(=O)Cn1c(=O)n(Cc2ccco2)c(=O)c2sc3ccccc3c21,108,1.1
Cn1c(=O)n(C)c2cc(S(=O)(=O)Nc3ccccc3C(=O)O)ccc21,106,0.3
CCC(C(=O)Nc1cc(OC)ccc1OC)n1nnc(C(=O)OC)c1C(=O)OC (configuration not stated),101,0
CS(=O)(=O)N1CCCc2cc(C(=O)NC3CCCCCCC3)ccc21,100,-1.2
CCN1CCN(c2cc(C)c3cc(NC(=S)N(C)Cc4ccccc4)ccc3n2)CC1,101,0
CC1(C)CC(=O)C(C(C2=C(O)CC(C)(C)CC2=O)c2ccccc2)=C(O)C1,101,0.1
CCOc1cc(N2CCOCC2)c(OCC)cc1NC(=O)c1cc(S(=O)(=O)N(C)C)ccc1Cl,110,0.8

# Reformatted with tabs: entries from further up
compound	Polio RdRp inh	Polio RdRp inh FP z-score
Cc1ccc(C)c(NC(=O)CSc2nc(-c3ccccc3Cl)nc3c2Cc2c(CO)cnc(C)c2O3)c1	107	0
COc1cc(OC)cc(-c2nnc(SCC(=O)N=c3sccn3Cc3ccccc3Cl)o2)c1	103	0.1

# Additional records:
SMILES,Polio RdRp inh,Polio RdRp inh FP z-score
COc1ccc(CCNC(=O)CSc2nnc(-c3ccc(C)cc3)c(-c3ccc(C)cc3)n2)cc1OC,116,1.4
Nc1ccc(S(=O)(=O)c2ccc(N)cc2)cc1,101&101,0.2&0.5
CCC(=O)N1CCc2cc(Br)cc(S(=O)(=O)N3CCCCC3CC)c21 (configuration not stated),99,-0.2
CCn1c(CSc2nc(C)cc(C)n2)nnc1SCc1ccccc1,102,0.1
O=C(N/N=C1\CCCCc2ccccc21)c1cccnc1,101,-0.1
Cc1noc2nc(C(F)(F)F)cc(C(F)(F)F)c12,102,-0.1
O=C(CSc1nc2ccccc2nc1N1CCOCC1)NCc1ccc2c(c1)OCO2,106,0.8
N#CCSc1nnc(-c2ccc(Cl)cc2Cl)n1N,103,-0.2
CC(=O)Nc1ccccc1OCC(=O)N(Cc1ccccc1)C(C)C,93,-1.2
O=C(O)c1ccc(C(=O)O)c(C(=O)O)c1,102,0
Cc1ccc(NC(=O)Cn2c(=O)c3ccccc3n3nncc23)cc1,106,0.6
O=C(Cn1c(=O)n2nc(-c3cccc(F)c3)nc2c2ccccc21)N1CCN(c2ccccc2F)CC1,110,0.9
O=C(NCc1ccco1)c1ccc2c(c1)N(Cc1c(F)cccc1Cl)C(=O)CS2,100,0
CCc1nnc2c(NCc3cccc(OC)c3)nc3ccccc3n12,102,-0.9
CCOC(=O)CSC1=C(C#N)C(c2ccccc2C)C2=C(CCCC2=O)N1 (configuration not stated),102,0.2
O=C(COC(=O)C1CCC1)Nc1cccc(Cl)c1Cl,100,-0.3
O=C(NC1CCCCNC1=O)c1cn(S(=O)(=O)c2ccccc2)c2ccccc12 (configuration not stated),100,-0.5
COc1ccc(CNC(=O)c2cnc3ccc(C)cn3c2=O)cc1,102,-0.8
Cc1cc(NS(=O)(=O)c2ccc(NC(=O)COc3c(C)cc(Br)cc3C)cc2)no1,103,-0.2
COc1cccc(NC2OC(=O)c3ccccc32)c1 (configuration not stated),98,-1.5
CCCCNC(=O)CSc1nc2cc3c(cc2c(=O)n1CCCC(=O)NCc1ccc(OC)cc1)OCO3,103,-0.6
Cc1ccc(-n2ccnc(NCc3cccs3)c2=O)cc1C,112,1.2
CCCCCn1c(=O)[nH]c2cc(C(=O)N3CCN(c4cc(Cl)ccc4C)CC3)ccc2c1=O,109,1.1
Clc1ccccc1-c1nnc(CN2CCc3ccccc32)o1,104,0.5
CCOc1nc(NCCC2=CCCCC2)nc(OCC)n1,110,0.6
c1nc(Sc2nnnn2C2CC2)c2ccsc2n1,108,0.6
CCC(C)(C)NC(=O)CCc1ccc(S(=O)(=O)N2CCOCC2)cc1,108,1
O=C(CSCc1cnn(-c2ccccc2)c1-n1cccc1)NCc1ccccc1Br,108,0
O=C(Nc1ccc(Br)cc1)c1cccc(S(=O)(=O)N2CCc3ccccc32)c1,106,0.1
Cc1cc(C)nc(NC(N)=NCc2cccnc2)n1,100,-0.1
CC(C)NC(=O)COn1nnc2ccc(S(=O)(=O)N(C)C)cc21,103,0.1
Cc1ccc(C)n1-c1nn(S(=O)(=O)c2cccc(C(F)(F)F)c2)c2cccc(F)c12,107,1
CCS(=O)(=O)Nc1ccc(C(F)(F)F)cc1,100,-1.2
Cc1cc(-c2noc(-c3ccccc3C)n2)c2ccccc2n1,103,0.2
CC(=O)c1ccc(NC(=O)CSc2nc(C3CCCC3)nc3c2c(=O)n(C)c(=O)n3C)cc1,108,0.1
Cc1nn(-c2ccc(N3CCCCC3)nn2)c(C)c1CCC(=O)NCc1ccc(OC(C)C)cc1,103,-0.6
O=C(c1cnn2c(C(F)F)cc(-c3ccccc3)nc12)N1CCc2ccccc21,105,1.2
Cc1cc(C)n(-c2nc3cc(Cl)ccc3nc2NCCN2CCOCC2)n1,105,0.6
O=C(c1ccc2c(c1)C(=O)N(Cc1ccncc1)C2=O)N1CCN(S(=O)(=O)c2ccc(OC(F)(F)F)cc2)CC1,99,-0.4
Cn1nc(C(C)(C)C)cc1C(=O)NC1CCCCNC1=O (configuration not stated),103,0
CCn1c(=O)n(CC)c2cc(Nc3nc4ccccc4c4nncn34)c(Br)cc21,99,-0.4
CNC(=O)CSc1nc2cc(Cl)ccc2c(=O)n1CC1CCCO1 (configuration not stated),102,-0.2
CCCn1c(=O)c(C(=O)NCc2ccccc2)c(O)c2ccccc21,114,1.1
O=C(CN1CCCN(Cc2cccc(F)c2)S1(=O)=O)Nc1ccc2c(c1)OCCO2,110,0.9
Cc1nn2c3c(cnc2c1-c1ccccc1)C(=O)CC(c1ccc(C(C)C)cc1)C3 (configuration not stated),106,0.8
CC1CCC2C(O1)c1ccccc1OC2(C)C (configuration not stated),104,0.5
COc1ccc(-c2noc(CSCC(=O)NC3CC3)n2)cc1,104,1
CSc1ncc(C(=O)Nc2ccc(F)cc2F)c(-c2ccccc2)n1,103,-0.8
CC1CC(NC(=S)NC2CC3C=CC2C3)CC(C)(C)C1 (configuration not stated),105,0.4
CN(C)C(=S)NC(Cc1ccccc1)c1ccccc1 (configuration not stated),103,0.2
O=C(CNC(=O)c1ccccc1F)OCc1cc(=O)n2nc(C3CC3)sc2n1,105,-0.3
CCOc1cc(/C=N/NC(=O)c2cccnc2)ccc1OCC(=O)N1CCCCC1,107,0.8
CCOC(=O)N1CCC(NC(=O)Nc2cn(C)c(=O)c3ccccc23)CC1,101,0
O=C(O)c1cccc(NC2SC(=O)N(c3ccccc3)C2=O)c1 (configuration not stated),102,0.3
COC(=O)c1ccc(-c2ccco2)n1Cc1nc(-c2cccc(Cl)c2)oc1C,102,0.1
CCOc1ccc(C2Oc3nc(SC)nnc3-c3ccccc3N2C(=O)CC)cc1 (configuration not stated),100,0
CCCCN(C)C(=O)C1(c2ccc(OC)cc2)CCOCC1,100,0.1
COc1cc2c(cc1OC)C(c1cc(Br)ccc1O)N(C)CC2 (configuration not stated),99,-0.1
O=C(O)CCNC(=O)c1ccc2c(c1)OCCO2,107,0.4
COc1ccc(-c2nnc(SCC(=O)OC3CC(C)CCC3C(C)C)o2)cc1 (configuration not stated),106,0.4

# The listing continues.
SMILES,Polio RdRp inh,Polio RdRp inh FP z-score
CCOc1ccc(CCNC(=O)CCc2c(C)nc3c4c(C)cc(C)nc4nn3c2C)cc1,103,-0.6
CCOC(=O)c1[nH]c(C)c(CCC(=O)N2CCN(c3ccc(OC)cc3)CC2)c1C,106,-0.4
CC1=CC(C)C2C(=O)N(c3ccc(C(=O)O)cc3)C(=O)C2C1 (configuration not stated),103,0.6
C=CC1OC2CCCCC2C2=CCCCC21 (configuration not stated),102,0
COc1ccccc1CNC(=O)CN1C(=O)CCCc2ccccc21,107,0.3
Nn1c(SCC(=O)N2CCCc3ccccc32)nncc1=O,98,-1
CCCCC[C@H](O)/C=C/[C@@H]1[C@@H](C/C=C\CCCC(=O)O)[C@H](O)C[C@H]1O,101&100,0.1&0.1
CCC(=O)Nc1ccccc1C(=O)OCc1cc(=O)n2cc(C)sc2n1,108,0.3
O=C(CSCc1cccc(Br)c1)Nc1ccc2ccccc2c1,100,-0.3
O=C(Nc1cccnc1Cl)c1noc2c1CCCCC2,101,0
O=C(O)c1ccccc1C(=O)NCC1COc2ccccc2O1 (configuration not stated),104,1.2
CC(Sc1nc(NC(C)(C)C)nc(N(C)C)n1)C(=O)Nc1ccccc1 (configuration not stated),100,0
COc1ccc(OC)c(NC(=O)N2CCN(Cc3nc4ccc(C)cc4o3)CC2)c1,109,0.6
O=C(c1cccnc1)N(c1ccc(F)cc1)c1nc2ccccc2s1,102,0.3
CC(=O)NCc1ccc(C(=O)COC(=O)c2ccc(C#N)cc2)o1,105,0.2

# Laid out differently: three of the compounds above.
compound	Polio RdRp inh	Polio RdRp inh FP z-score
CCOc1ccc(CCNC(=O)CCc2c(C)nc3c4c(C)cc(C)nc4nn3c2C)cc1	103	-0.6
CCOC(=O)c1[nH]c(C)c(CCC(=O)N2CCN(c3ccc(OC)cc3)CC2)c1C	106	-0.4
CC1=CC(C)C2C(=O)N(c3ccc(C(=O)O)cc3)C(=O)C2C1 (configuration not stated)	103	0.6

# Remaining list, next part:
SMILES,Polio RdRp inh,Polio RdRp inh FP z-score
COc1ccc(-c2nc(N(C)c3ccccc3)[nH]c(=O)c2C#N)cc1,107,0.3
CCN(CC)CN1C(=O)NC2(CCC(C)CC2)C1=O (configuration not stated),102,-0.1
CCCCn1c(=O)n(C)c(=O)c2c(=S)nc(-c3cccc(S(=O)(=O)N(C)C)c3)[nH]c21,103,0.1
COCCCNC(=O)CSc1nc2nc(C)c(Cc3ccccc3Cl)c(C)n2n1,103,-0.6

# As entered above.
# In Polio RdRp inh, COc1ccc(-c2nc(N(C)c3ccccc3)[nH]c(=O)c2C#N)cc1 is listed with 107
# In Polio RdRp inh, COCCCNC(=O)CSc1nc2nc(C)c(Cc3ccccc3Cl)c(C)n2n1 is listed with 103
# In Polio RdRp inh, CCN(CC)CN1C(=O)NC2(CCC(C)CC2)C1=O (configuration not stated) is listed with 102
# In Polio RdRp inh FP z-score, CCCCn1c(=O)n(C)c(=O)c2c(=S)nc(-c3cccc(S(=O)(=O)N(C)C)c3)[nH]c21 is listed with 0.1

# Compound activity (PubChem)

# An excerpt; the hit share may differ from the screen's.
